Eya2 inh: qHTS Assay for Inhibitors of the Phosphatase Activity of Eya2. Protein phosphatase EYA2 (Homo sapiens), O00167. recombinant Eya2, OMFP fluorescence dephosphorylation (OMFP is methylfluorescein phosphate). Potency, µM (top dose mostly 76.9 µM), inactives show top-dose activity, negative = inhibition, actives largely listed as inhibitors. 0.006% of 330,000 active. AID 488837, 2010; note: potency is the fitted concentration of half-maximal effect; % is set by controls: 0 for no effect and ±100 for the full control effect
Target sequence (O00167 whole entry, looked up): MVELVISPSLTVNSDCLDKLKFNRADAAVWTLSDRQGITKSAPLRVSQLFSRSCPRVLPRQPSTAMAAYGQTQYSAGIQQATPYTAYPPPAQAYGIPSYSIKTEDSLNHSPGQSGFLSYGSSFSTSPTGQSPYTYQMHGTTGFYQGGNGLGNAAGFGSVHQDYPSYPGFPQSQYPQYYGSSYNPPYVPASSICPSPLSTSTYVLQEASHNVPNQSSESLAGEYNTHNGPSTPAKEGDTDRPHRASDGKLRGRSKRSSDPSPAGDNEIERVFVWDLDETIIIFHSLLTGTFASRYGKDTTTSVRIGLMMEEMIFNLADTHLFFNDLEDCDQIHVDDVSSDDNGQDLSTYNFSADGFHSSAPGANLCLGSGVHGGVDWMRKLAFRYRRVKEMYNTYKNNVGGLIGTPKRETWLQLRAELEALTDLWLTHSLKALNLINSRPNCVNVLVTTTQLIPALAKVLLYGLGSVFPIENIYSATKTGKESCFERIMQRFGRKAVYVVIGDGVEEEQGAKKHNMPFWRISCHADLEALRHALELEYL
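Eya2 protein (added as 0.2 uM solution) was preincubated with compound for 10 min at ambient temperature in 50 mM HEPES pH 7.5, 50 mM NaCl, 5 uM MgCl2, 0.05% BSA, 1 mM DTT. OMFP (added at 50 uM) then reacted 10 min; fluorescence read at 485/525 nm.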
B2AR arrestin: qHTS assay of beta-arrestin-biased ligands of beta2-adrenergic receptor; Beta-2 adrenergic receptor (Homo sapiens), P07550; beta-arrestin recruitment to beta2AR, cell-based reporter; Potency, µM (doses to about 46.1 µM), without a hit: top-dose activation, most hits filed as activators; 0.02% of 330,000 active; AID 492947, 2010;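 note: potency is the fitted concentration of half-maximal effect; 0% = DMSO controls and full agonism = EC100 isoproterenol or metaproterenol; nearly all actives have a fitted effect of over 65% in size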
uPA surface inh: qHTS for Inhibitors of Cell Surface uPA Generation; AID 540303, 2011; 0.31% of 330,000 active; cell surface uPA generation assay, qHTS; Potency, µM (doses to about 38.3 µM), for inactives: top-dose activity change, negative = inhibition, hits mostly inhibitors; active = well fitted inhibition curve with a large enough effect; inconclusive = small, poorly fitted or top-dose-only effect; inactive = no such curve, though single readings can be large or run the other way; tested in mouse RAW 264.7 cells; note: potency is the fitted concentration of half-maximal effect; % is set by controls: 0 for no effect and ±100 for the full control effect; nearly all actives have a fitted effect of over 55% in size
Mito fusion yeast: qHTS Assay for Small Molecule Inhibitors of Mitochondrial Division or Activators of Mitochondrial Fusion; S. cerevisiae fusion-defective mutant growth rescue, CellTiterGlo 48 h; Potency, µM (doses to about 46.1 µM), for the others: top-dose growth rescue (activation), actives largely listed as activators; 0.23% of 320,000 active; AID 485298, 2010;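 note: potency is the fitted concentration of half-maximal effect; % of control where 0% means no effect; nearly all actives have a fitted effect of over 45% in size; temperature-sensitive fusion mutants such as fzo1-1 at 37 °C on non-fermentable ethanol glycerol medium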
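Luminescent cell viability in 1536-well qHTS format served as the measure of rescued growth in ts fusion-mutant S. cerevisiae cultured on non-fermentable YPEG for 48 hours at 37C.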
TCR activator: Activators of T cell receptors: qHTS campaign | primary human leukocytes, anti-CD3, IL-2 HTRF, 48 h | Potency, µM (doses to about 9.22 µM), without a hit: top-dose activation of IL-2 secretion, most hits filed as activators | 330,000 tested, under 10 active | AID 504894, 2011; note: % of control where 0% means no effect
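IL-2 produced over 48 hr by a-CD3 bead-stimulated primary human leukocytes exposed to compounds was detected with a homogeneous time-resolved FRET immunoassay, 665nm acceptor signal after 320nm excitation.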
Chronic BCR inh: qHTS Assay to Find Inhibitors of Chronic Active B-Cell Receptor Signaling | Potency, µM (series often up to 46.1 µM), inactives show top-dose ratio change, negative = lower green/red ratio, actives largely listed as inhibitors | ABC-DLBCL IkBa-CBG/CBR reporter, luminescence ratio, 4 h | 0.05% of 340,000 active | AID 493014, 2011; active = well fitted inhibition curve with a large enough effect in the signal ratio, with a control signal flat, not every such curve was filed as active; inconclusive = small, poorly fitted or top-dose-only effect, or effect the other way, or a change in a side signal; the % refers to the signal ratio;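 note: potency is the fitted concentration of half-maximal effect; plate controls were basal doxycycline-induced cells for no effect and cells given 10 µM MG132 for full effect; MG132 reads +100%, hits lower the ratio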
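Cell line TMD8 (human ABC DLBCL), stably expressing tet-inducible CBG68-IkBa fusion and CBR; IMDM/0.5% FBS; cpd up to 46 uM; dox induction, 4 h, 37C/5% CO2; dual luminescence; green/red ratio; MG132 control.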
USP2a inh: qHTS Assay for Inhibitors of Ubiquitin-specific Protease USP2a Using CHOP2 as the Reporter; Potency, µM (highest dose often 38.3 µM), without a hit: at the highest dose activity change, negative = inhibition, most hits filed as inhibitors; 0.01% of 330,000 active; USP2 core, Ub-CHOP2 coupled fluorogenic reporter, 485/531; Ubiquitin carboxyl-terminal hydrolase 2 (Homo sapiens), O75604;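 note: potency is the fitted concentration of half-maximal effect; plate controls were DMSO wells for no effect and full inhibition by NEM control for full effect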
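Deubiquitinase activity read as fluorescence (485/531 nm) after Ub-CHOP2 cleavage activates the enterokinase reporter on its substrate; USP2 core 10nM, Ub-CHOP2 and substrate 25nM each, 30min compound preincubation then 60min RT; data normalized to NEM, curves fitted.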
ELG1 DNA repair: qHTS screen for small molecules that inhibit ELG1-dependent DNA repair in human embryonic kidney (HEK293T) cells expressing luciferase-tagged ELG1. 2.3% of 330,000 active. HEK293T ELG1-luciferase reporter, luminescence, 16 h; DNA damage induced by 5-fluorouridine. Potency, µM (top dose mostly 46.1 µM), without a hit: top-dose activity change, negative = inhibition, hits mostly inhibitors. AID 504467, 2011; note: potency is the fitted concentration of half-maximal effect; % is set by controls: 0 for no effect and ±100 for the full control effect; nearly all actives have a fitted effect of over 55% in size
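Luminescence from the luciferase reporter, measured 30 min after ONE-Glo reagent at room temperature, was the read-out. Beforehand, 2,000 cells per well were exposed for 16 hr at 37 °C to 5-fluorouridine together with compound or vehicle.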
PTAP TSG101 blk: qHTS Assay for Iinhibitors of HIV-1 Budding by Blocking the Interaction of PTAP/TSG101. Fluorescence polarization, FITC-PTAP peptide / Tsg101 binding. Potency, µM (series often up to 115 µM), for inactives: top-dose activity change, negative = inhibition, actives largely listed as inhibitors. 340,000 tested, under 10 active; active = well fitted inhibition curve with a large enough effect in the main read-out, with a control signal flat, not every such curve was filed as active; inconclusive = small, poorly fitted or top-dose-only effect, or effect the other way, or a change in a side signal; inactive = no such curve, though single readings can be large or run the other way; note: potency is the fitted concentration of half-maximal effect; % of control where 0% means no effect
Target sequence (Q99816 whole entry, looked up): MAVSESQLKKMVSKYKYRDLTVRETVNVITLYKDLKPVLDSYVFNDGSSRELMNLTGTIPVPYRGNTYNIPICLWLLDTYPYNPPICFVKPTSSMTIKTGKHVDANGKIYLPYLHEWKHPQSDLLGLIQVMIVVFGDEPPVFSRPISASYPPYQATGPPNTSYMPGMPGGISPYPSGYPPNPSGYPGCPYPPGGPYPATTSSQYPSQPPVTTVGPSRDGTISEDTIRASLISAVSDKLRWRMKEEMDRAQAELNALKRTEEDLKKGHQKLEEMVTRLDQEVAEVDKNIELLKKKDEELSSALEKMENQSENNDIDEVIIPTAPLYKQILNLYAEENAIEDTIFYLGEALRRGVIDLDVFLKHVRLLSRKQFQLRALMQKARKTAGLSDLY
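Steps: Tsg101 binding domain dispensed (10 uM final), compounds pinned in DMSO, FITC-labeled PTAP-motif peptide added (50 nM final); after 20 min binding at room temperature, polarization measured.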
Tb PFK inh: qHTS Assay to Find Inhibitors of T. brucei phosphofructokinase; 0.17% of 330,000 active; ATP-dependent 6-phosphofructokinase (Trypanosoma brucei brucei), O15648; AID 485367, 2010; T. brucei PFK, ADP-Glo luminescence; Potency, µM (doses to about 57.5 µM), for inactives: at the top dose activity, negative = inhibition, hits mostly inhibitors;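 note: potency is the fitted concentration of half-maximal effect; 0% = uninhibited 1x PFK enzyme wells and -100% = no-enzyme wells; nearly all actives have a fitted effect of over 60% in size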
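ADP-Glo luminescence quantified ADP after 45 min at room temperature, with 1.25 nM T. brucei PFK, 0.1 mM ATP and 0.5 mM fructose-6-phosphate in pH 8.0 TEA buffer. qHTS titrations up to 57 µM; curves classified by quality.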
TSHR antag: Antagonists of the Thyroid Stimulating Hormone Receptor: HTS campaign; Thyrotropin receptor (Homo sapiens), P16473; activity change, negative = inhibition, % at 11.5 µM; 0.2% of 330,000 active; AID 504810, 2011; TSHR-expressing cells, TSH-stimulated cAMP HTRF, 2 h; stronger effect = lower value;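 active = activity change below a set negative limit, meaning inhibition stronger than a set level, cut at about -70% in these data; inconclusive = activity change between two set negative limits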; note: % is set by controls: 0 for no effect and ±100 for the full control effect
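TSHR-expressing cells were treated with compounds, then stimulated with TSH at EC80 (4nM final) for 2 hours at 37 deg C. Cellular cAMP was measured by HTRF competition between lysate cAMP and cAMP-d2 for a cryptate-labelled anti-cAMP antibody.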
* = called active by the depositor; [ ] = remark or other dose. Unless noted, calls come from the whole dose curve; as a rule, active = well fitted curve in the direction sought with a large enough effect; inconclusive = small, poorly fitted or top-dose-only effect, or another doubt; inactive = no such curve, though single readings can be large; an effect the other way counts as inactive or inconclusive.

`C#CCOc1c(Cl)cc(C2C3=C(CCCC3=O)N(CC(=O)O)C3=C2C(=O)CCC3)cc1OC` gave Eya2 inh 3%, B2AR arrestin -0.5%, uPA surface inh -2%, Mito fusion yeast -2%, TCR activator 0%, Chronic BCR inh 1%, USP2a inh 0%, ELG1 DNA repair -11%, PTAP TSG101 blk -9%, Tb PFK inh 0% and TSHR antag 9.
For O=C(Nc1cc(C(F)(F)F)ccc1N1CCOCC1)c1ccccc1F the results were Eya2 inh 8%, B2AR arrestin 6.3%, uPA surface inh 4%, Mito fusion yeast -1%, TCR activator 1%, Chronic BCR inh -11%, USP2a inh 3%, ELG1 DNA repair -9%, PTAP TSG101 blk -1%, Tb PFK inh -6% and TSHR antag -12.
For O=C(COC(=O)c1ccco1)Nc1nc2ccccc2s1 the results were Eya2 inh 1%, B2AR arrestin -1.0%, uPA surface inh -4%, Mito fusion yeast 4%, TCR activator -1%, Chronic BCR inh 7%, USP2a inh 2%, ELG1 DNA repair inconclusive, PTAP TSG101 blk -4%, Tb PFK inh -3% and TSHR antag 1.
For COc1ccc(-c2nc(CN(C)C(C)c3ccon3)c(C)o2)c(C)c1C (stereo unspecified) the results were Eya2 inh 0%, B2AR arrestin -1.2%, uPA surface inh 3%, Mito fusion yeast 2%, TCR activator 2%, Chronic BCR inh inconclusive, USP2a inh -1%, ELG1 DNA repair inconclusive, PTAP TSG101 blk -1%, Tb PFK inh -3% and TSHR antag -28.
`CC(C)OCCCN(C)C1CCN(S(=O)(=O)c2ccc(-c3ccc(=O)[nH]n3)s2)CC1` gave Eya2 inh -10%, B2AR arrestin 0.4%, uPA surface inh -3%, Mito fusion yeast 25%, TCR activator 2%, Chronic BCR inh -7%, USP2a inh 2%, ELG1 DNA repair 22%, PTAP TSG101 blk 1%, Tb PFK inh -4% and TSHR antag 29.
For Cc1ccc([N+](=O)[O-])cc1S(=O)(=O)Nc1cccc(S(=O)(=O)Nc2ccccc2C(=O)O)c1 the results were Eya2 inh -5%, B2AR arrestin 0.0%, uPA surface inh 3%, TCR activator -5%, Chronic BCR inh 4%, USP2a inh 5%, ELG1 DNA repair 0%, PTAP TSG101 blk -5% and Tb PFK inh 17%.
For O=C(CSc1ncnc2ccccc12)Nc1cccc(S(=O)(=O)N2CCOCC2)c1 the results were Eya2 inh 6%, B2AR arrestin -0.2%, uPA surface inh -3%, Mito fusion yeast 7%, TCR activator 1%, Chronic BCR inh inconclusive, USP2a inh 1%, ELG1 DNA repair 10%, PTAP TSG101 blk -2%, Tb PFK inh 2% and TSHR antag 72.
`O=C(COC(=O)c1cnc(Cl)c(Cl)c1)NCc1cccs1` gave Eya2 inh 9%, B2AR arrestin -0.7%, uPA surface inh 5%, Mito fusion yeast -2%, TCR activator -4%, Chronic BCR inh 1%, USP2a inh -1%, ELG1 DNA repair 5%, PTAP TSG101 blk 2%, Tb PFK inh -1% and TSHR antag -12.
`O=C(Cc1coc2ccc3ccccc3c12)NCc1ccccc1` gave Eya2 inh 5%, B2AR arrestin 0.0%, Mito fusion yeast 2%, TCR activator -9%, Chronic BCR inh 7%, USP2a inh 0%, ELG1 DNA repair -9%, PTAP TSG101 blk -4%, Tb PFK inh -3% and TSHR antag 3.
Screening CC(C)CCSc1nc(N)c(C#N)cc1C#N returned Eya2 inh 6%, B2AR arrestin 0.3%, Mito fusion yeast 11µM*, TCR activator -7%, Chronic BCR inh 4%, USP2a inh 0%, ELG1 DNA repair inconclusive, PTAP TSG101 blk -3%, Tb PFK inh -1% and TSHR antag -2.
For O=C(Nc1cccnc1)c1ccccc1Oc1ccccc1 the results were Eya2 inh -12%, B2AR arrestin -0.2%, uPA surface inh -6%, Mito fusion yeast 8%, TCR activator 7%, Chronic BCR inh 1%, USP2a inh 4%, ELG1 DNA repair 3%, PTAP TSG101 blk 5%, Tb PFK inh 2% and TSHR antag 2.
`CCCc1[nH]n(-c2ccc(F)cc2)c(=O)c1C=Nc1cccc(F)c1` gave Eya2 inh 14%, B2AR arrestin -0.5%, uPA surface inh -13%, Mito fusion yeast 6%, TCR activator -10%[46.1 µM], Chronic BCR inh 2%, USP2a inh 0%, ELG1 DNA repair -20%, PTAP TSG101 blk -2%, Tb PFK inh 1% and TSHR antag 24.
For CN(C)c1ccc(C=NCC2COc3ccccc3O2)cc1 (stereo unspecified) the results were Eya2 inh -7%, B2AR arrestin -0.2%, uPA surface inh 2%, Mito fusion yeast 6%, TCR activator 5%, Chronic BCR inh -16%, USP2a inh 4%, ELG1 DNA repair -4%, PTAP TSG101 blk -3%, Tb PFK inh 4% and TSHR antag 4.
`COC(=O)CC(NS(=O)(=O)c1cccs1)c1cccc2ccccc12` (stereo unspecified) gave Eya2 inh 3%, B2AR arrestin -0.2%, uPA surface inh 6%, Mito fusion yeast -2%, TCR activator -1%, Chronic BCR inh inconclusive, USP2a inh 0%, ELG1 DNA repair 0%, PTAP TSG101 blk -7%, Tb PFK inh -12% and TSHR antag -4.
`CCN(C(=O)CCS(=O)(=O)c1cccc2nonc12)c1ccc(C)c(C)c1` gave Eya2 inh 0%, B2AR arrestin -0.3%, uPA surface inh 0%, Mito fusion yeast 9%, TCR activator -1%, Chronic BCR inh 2%, USP2a inh 2%, ELG1 DNA repair -10%, PTAP TSG101 blk -1%, Tb PFK inh -1% and TSHR antag -11.
Screening O=C(CCS(=O)(=O)c1ccccc1)Nc1ccc(-c2nc3ccccc3s2)c(O)c1 returned Eya2 inh -10%, B2AR arrestin -0.5%, uPA surface inh 3%, Mito fusion yeast -3%, TCR activator -6%[46.1 µM], Chronic BCR inh inconclusive, USP2a inh 2%, ELG1 DNA repair inconclusive, PTAP TSG101 blk -3%, Tb PFK inh -1% and TSHR antag 0.
CCc1cc2c(NCC3CCCO3)nc(C)nc2s1 (stereo unspecified) was read as Eya2 inh -9%, B2AR arrestin -0.9%, uPA surface inh -1%, Mito fusion yeast -23%, TCR activator 0%[46.1 µM], Chronic BCR inh inconclusive, USP2a inh -6%, ELG1 DNA repair inconclusive, PTAP TSG101 blk -4%, Tb PFK inh 5% and TSHR antag -2.
Screening NNC(=O)c1nc(-c2ccccc2)n2c1CCCCC2 returned Eya2 inh -21%, B2AR arrestin -0.8%, uPA surface inh 4%, Mito fusion yeast 0%, Chronic BCR inh -29%, USP2a inh -3%, ELG1 DNA repair -4%, PTAP TSG101 blk -5%, Tb PFK inh -2% and TSHR antag -3.
CC(=O)Nc1ccc(NC(=O)C2CCN(S(=O)(=O)c3cccc4nonc34)CC2)cc1 was read as Eya2 inh -1%, B2AR arrestin -1.2%, uPA surface inh 16%, Mito fusion yeast 2%, TCR activator 0%, Chronic BCR inh 0%, USP2a inh 0%, ELG1 DNA repair -1%, PTAP TSG101 blk -13%, Tb PFK inh -5% and TSHR antag 5.
`C[C@H](CO)N1C[C@H](C)[C@@H](CN(C)C(=O)Nc2ccc(C(F)(F)F)cc2)Oc2c(NC(=O)C3CCCCC3)cccc2C1=O` gave Eya2 inh -11%, B2AR arrestin -0.6%, uPA surface inh -17%, TCR activator 6%, Chronic BCR inh 0%, USP2a inh -1%, ELG1 DNA repair inconclusive, PTAP TSG101 blk -6%, Tb PFK inh 9% and TSHR antag -8.
Screening Cc1ccc(C(=O)N=c2sccn2C)cc1C returned Eya2 inh 4%, B2AR arrestin 0.1%, uPA surface inh -8%, Mito fusion yeast 3%, TCR activator -26%, Chronic BCR inh 3%, USP2a inh 0%, ELG1 DNA repair -4%, PTAP TSG101 blk -1%, Tb PFK inh 0% and TSHR antag -11.
For O=C(COC(=O)c1ccc(O)cc1)Nc1ccc(Cl)cc1 the results were Eya2 inh -1%, B2AR arrestin 0.0%, uPA surface inh 1%, Mito fusion yeast -1%, TCR activator -3%, Chronic BCR inh inconclusive, USP2a inh 0%, ELG1 DNA repair -1%, PTAP TSG101 blk -1%, Tb PFK inh -1% and TSHR antag -4.
